Screening data deposited in PubChem by National Center for Advancing Translational Sciences (NCATS).
PI5P4Ka inh: qHTS for Inhibitors of phosphatidylinositol 5-phosphate 4-kinase (PI5P4K). PI5P4Kalpha enzyme, ADP-Glo luminescence, 60 min; hits give low values. max response, %. 330,000 tested, 1.2% active. AID 652105, 2013; active means max response of -50% or lower; inconclusive means between -30% and -50%; inactive means -30% or higher; further: value at the top dose of about 77 µM; on the % scale 0 is the no-effect control and ±100 the full control effect
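Quantitative HTS of the MLSMR library against PI5P4Kalpha with substrate. ATP added last at 5 microM final; room temperature, 60 minutes. Remaining ATP depleted, ADP converted and read as luminescence.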
GLP1R cytotox: qHTS of GLP-1 Receptor Inverse Agonists: Cytotox Screen | 410,000 tested, 0.13% active | HEK293 cAMP-luciferase reporter cells, luminescence, 24 h | Potency, µM (titrated, usually from 38.3 µM), for inactives: at the top dose activity change, negative = inhibition, most hits filed as inhibitors | AID 624418, 2012;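 further: loss of luciferase light is scored as toxicity; potency means the concentration at half of the fitted maximal effect; on the % scale 0 is the no-effect control and ±100 the full control effect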
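To flag toxic compounds, the library was rerun on cells for 24 hr at 37 deg C and 5% CO2. Viability-linked luminescence was captured 12 min after adding luciferase detection reagent.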
WRN inhibitor: qHTS for Inhibitors of WRN Helicase; Bifunctional 3'-5' exonuclease/ATP-dependent helicase WRN (Homo sapiens), Q14191; WRN helicase unwinding, fluorescent forked duplex, kinetic; Potency, µM (doses to about 114 µM), inactives show at the top dose activity change, negative = inhibition, most hits filed as inhibitors; 360,000 tested, 0.46% active; AID 651768, 2012; further: potency means the concentration at half of the fitted maximal effect; on the % scale 0 is the no-effect control and ±100 the full control effect; nearly all actives have a fitted effect of over 55% in size
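WRN at 20 nM final was preincubated with compound for 15 min at room temperature; reaction started with 100 nM forked duplex oligonucleotide carrying fluorophore and quencher plus 2 mM ATP (final). Unwinding followed kinetically by red fluorescence (ex 525/em 598 nm).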
GLP-1R inv ag: qHTS of GLP-1 Receptor Inverse Agonists (Inhibition Mode). HEK293 GLP-1R CRE-luciferase, luminescence, 24 h; GLP-1R form is constitutively active. Potency, µM (titrated, usually from 38.3 µM), inactives show at the top dose activity change, negative = inhibition, hits mostly inhibitors. 410,000 tested, 1.6% active. AID 624417, 2012; further: potency means the concentration at half of the fitted maximal effect; on the % scale 0 is the no-effect control and ±100 the full control effect; nearly all actives have a fitted effect of over 55% in size
Target sequence (P43220 whole entry, looked up): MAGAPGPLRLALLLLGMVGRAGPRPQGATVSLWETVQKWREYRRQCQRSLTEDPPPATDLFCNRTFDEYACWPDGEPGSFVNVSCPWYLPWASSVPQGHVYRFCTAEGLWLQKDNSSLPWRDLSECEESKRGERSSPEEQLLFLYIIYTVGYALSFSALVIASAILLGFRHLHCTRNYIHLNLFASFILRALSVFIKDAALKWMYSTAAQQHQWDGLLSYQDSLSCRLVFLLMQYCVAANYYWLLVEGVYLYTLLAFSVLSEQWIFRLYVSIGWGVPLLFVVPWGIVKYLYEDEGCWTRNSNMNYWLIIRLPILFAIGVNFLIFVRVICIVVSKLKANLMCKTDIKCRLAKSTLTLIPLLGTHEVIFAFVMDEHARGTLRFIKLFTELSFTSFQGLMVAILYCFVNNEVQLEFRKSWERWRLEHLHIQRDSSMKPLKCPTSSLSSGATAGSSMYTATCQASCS
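HEK293 cells stably co-expressing constitutively active GLP-1R and a cAMP-responsive luciferase reporter were seeded in DMEM with 10% Nu serum, given compounds after 12 h, and incubated 24 h at 37 deg C. Luminescence was then read.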
DRD3 antagonist: qHTS of D3 Dopamine Receptor Antagonist: qHTS | D(3) dopamine receptor (Homo sapiens), P35462 | D3R cells, DiscoveRx beta-arrestin luminescence, antagonist mode; hits give low values | max response, negative = inhibition, % | 360,000 tested, 2.5% active | AID 652054, 2013; in the data active means max response below about -50%; inconclusive means no clear call, values can overlap the other calls; further: on the % scale 0 is the no-effect control and ±100 the full control effect; mostly tested at two doses, the higher about 12 µM
Target sequence (P35462 whole entry, looked up): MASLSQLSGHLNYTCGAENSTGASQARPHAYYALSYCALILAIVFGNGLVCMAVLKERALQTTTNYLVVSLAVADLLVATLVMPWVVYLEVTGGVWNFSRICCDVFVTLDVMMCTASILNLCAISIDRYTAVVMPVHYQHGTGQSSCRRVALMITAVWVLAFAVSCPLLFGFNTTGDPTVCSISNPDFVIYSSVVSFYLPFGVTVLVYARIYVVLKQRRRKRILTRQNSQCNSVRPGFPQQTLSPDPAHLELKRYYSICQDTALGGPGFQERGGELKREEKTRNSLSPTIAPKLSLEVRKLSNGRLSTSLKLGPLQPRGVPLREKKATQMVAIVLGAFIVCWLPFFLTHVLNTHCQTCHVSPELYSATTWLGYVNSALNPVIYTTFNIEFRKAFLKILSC
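Cells expressing the human receptor were seeded at 1500 cells/well, incubated overnight at 37 degrees C in 5% CO2, then exposed to library compounds with dopamine controls for 90 minutes at 37 degrees C before luminescent detection.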
IL-2 act: qHTS of IL-2 Activators; AID 652025, 2013; IL-2 activation reporter assay, cell-based qHTS; stimulated with anti-CD3/CD4/CD28 beads; in transgenic mouse T cells; 360,000 tested, 0.065% active; activation, % (series mostly up to about 46 µM); in the data active means activation above about 50%; inconclusive means mostly about 30% to 49%; further: 0% is about no effect
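First, unstimulated transgenic mouse T cells were exposed to compound for 60 min. Next, anti-CD3/anti-CD4-coated beads with anti-CD28 were added. Finally, after 18 h at 37 degrees C, EGFP and DsRed were imaged.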
PLK1 PBD inh: qHTS for Inhibitors of PLK1-PDB (polo-like kinase 1 - polo-box domain): Primary Screen. Plk1 PBD binding of FITC phosphopeptide, fluorescence polarization. Potency, µM, without a hit: max response, negative = inhibition, most hits filed as inhibitors. Serine/threonine-protein kinase PLK1 (Homo sapiens), P53350. 360,000 tested, 2.8% active; further: potency means the concentration at half of the fitted maximal effect; series mostly up to about 57 µM; on the % scale 0 is the no-effect control and ±100 the full control effect; nearly all actives have a fitted effect of over 65% in size
GLP-1R agonist: qHTS of GLP-1 Receptor Agonists; HEK293 GLP-1R CRE-luciferase, luminescence, 4-6 h; cells express a hypersensitive GLP-1R form; Potency, µM (highest dose often 45.6 µM), without a hit: top-dose activation, actives largely listed as activators; 380,000 tested, 0.007% active; AID 624172, 2012; further: potency means the concentration at half of the fitted maximal effect; % of control where 0% means no effect
D3 ag: qHTS of D3 Dopamine Receptor Agonist: qHTS | 410,000 tested, 0.58% active | max activation, % | D3R DiscoveRx beta-arrestin cells, luminescence, 90 min | D(3) dopamine receptor (Homo sapiens), P35462; in the data active means max activation above about 30%; further: 0% is about no effect; mostly tested at two doses, the higher about 12 µM
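Agonist mode: compounds and dopamine controls were applied to plated cells for 90 min at 37 degrees C after an overnight attachment at 1500 cells/well. Luminescent read-out followed 30 - 60 minutes at room temperature with DiscoveRx detection reagent.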
An asterisk follows results filed as active; ? = inconclusive; · = no result given; [ ] = another dose, or the depositor's remark. Unless noted, the call rests on the fitted dose curve; in most records, active means well fitted curve in the direction sought with a large enough effect; inconclusive means small, poorly fitted or top-dose-only effect, or another doubt; inactive means no such curve, though single readings can be large; an effect the other way counts as inactive or inconclusive.

Order of results: PI5P4Ka inh, GLP1R cytotox, WRN inhibitor, GLP-1R inv ag, DRD3 antagonist, IL-2 act, PLK1 PBD inh, GLP-1R agonist, D3 ag
COc1ccc(O)c(/C=N/n2c(-c3ccco3)csc2=Nc2cccnc2)c1
    -6, -6%, -15%, ?, 5, 0.4, -13%, 10%, 2
CCN(CC)C(=S)Oc1ccc(Cl)cc1Cl
    5, 2%, 0%, ?, -17, -0.2, -9%, 14%, 6
CSCC[C@H](NC(=O)OC(C)(C)C)c1nnc(SCC(=O)N(C)C)o1
    8, -1%, 8%, 1%, 2, 0.6, -5%, -2%, -8
c1ccc(C2(c3ccccc3)OCC(Cn3cncn3)O2)cc1 (configuration not stated)
    -3, -3%, 9%, 1%, 6, -1.9, ?, -3%, 3
CN(C(=O)COC(=O)c1ccc2[nH]c3c(c2c1)CCCC3)C1CCS(=O)(=O)C1 (configuration not stated)
    -6, 9%, 15%, 2%, 5, -1.3, -22%, 12%, -5
CCn1cc(C(=O)N(CCC(C)C)c2c(N)n(Cc3ccccc3)c(=O)[nH]c2=O)c(=O)c2ccc(C)nc21
    -4, 0%, -8%[57.1 µM], -10%, 0, 2.6, 0%, -4%, -9
Cc1coc2c1c(C)cc1oc(=O)c(CC(=O)N[C@@H](CC(C)C)C(=O)O)c(C)c12
    -27, 4%, -7%, 20%, 6, -4.3, -14%, 3%, 0
Cc1cccc(Cc2ncc(C(F)(F)F)cc2Cl)c1
    0, 27%, 11%, 15%, 10, 0.2, 3%, 0%, 3
Cc1nnc2c3ccccc3ccn12
    -5, -3%, 1%, 19%, 0, 0.2, -2%, 3%, 7
COc1cccc(/C=C/C(=O)Nc2ccc3[nH]c(=O)[nH]c3c2)c1
    1, -19%, -15%, -8%, -8, 0.1, -3%, 1%, 1

A portion taken from the entries so far, as a working copy:
Order of results: PI5P4Ka inh, GLP1R cytotox, WRN inhibitor, GLP-1R inv ag, DRD3 antagonist, IL-2 act, PLK1 PBD inh, GLP-1R agonist, D3 ag
CN(C(=O)COC(=O)c1ccc2[nH]c3c(c2c1)CCCC3)C1CCS(=O)(=O)C1 (configuration not stated)
    -6, 9%, 15%, 2%, 5, -1.3, -22%, 12%, -5
CCn1cc(C(=O)N(CCC(C)C)c2c(N)n(Cc3ccccc3)c(=O)[nH]c2=O)c(=O)c2ccc(C)nc21
    -4, 0%, -8%[57.1 µM], -10%, 0, 2.6, 0%, -4%, -9
Cc1coc2c1c(C)cc1oc(=O)c(CC(=O)N[C@@H](CC(C)C)C(=O)O)c(C)c12
    -27, 4%, -7%, 20%, 6, -4.3, -14%, 3%, 0
Cc1cccc(Cc2ncc(C(F)(F)F)cc2Cl)c1
    0, 27%, 11%, 15%, 10, 0.2, 3%, 0%, 3
Cc1nnc2c3ccccc3ccn12
    -5, -3%, 1%, 19%, 0, 0.2, -2%, 3%, 7
COc1cccc(/C=C/C(=O)Nc2ccc3[nH]c(=O)[nH]c3c2)c1
    1, -19%, -15%, -8%, -8, 0.1, -3%, 1%, 1

Remaining list, next part:
Order of results: PI5P4Ka inh, GLP1R cytotox, WRN inhibitor, GLP-1R inv ag, DRD3 antagonist, IL-2 act, PLK1 PBD inh, GLP-1R agonist, D3 ag
S=c1[nH]nc(-c2ccccn2)n1/N=C/c1cccc2ccccc12
    -13, 1%, -5%, 41%[activator], 3, 2.0, 27µM*, -2%, -11
CCCCOC(=O)Nc1ccc2c(C)cc(=O)oc2c1
    -2, -7%, -6%, 0%, 25, -1.6, 2%, 4%, -2
CC(C)Oc1ccc(CC2CC(=O)NC2=O)cc1 (configuration not stated)
    1, -19%, 10%, 1%, 3, 0.5, -4%, -3%, 0
Clc1ccc(Cc2nnc(-c3ccccc3Br)o2)cc1
    1, -7%, 0%, ?, -3, -1.1, -9%, 8%, -1
CN1CCN(c2ccc(NC(=O)COc3ccccc3[N+](=O)[O-])cc2)CC1
    -8, 4%, -8%, ?, -15, 0.6, -9%, 18%, -8
COc1cccc(C(=O)/C=C/Nc2ccc(S(=O)(=O)Nc3nc(C)cc(C)n3)cc2)c1
    -4, -2%, -19%[57.1 µM], 30%[activator], 0, -1.5, 0%, 29%, 4
O=C(N/C(=C/C=C\c1ccccc1)C(=O)N1CCOCC1)c1ccc(Br)cc1
    -1, -12%, -9%, ?, 13, -1.6, -7%, 0%, -7
N#Cc1c(C(F)(F)F)cc(-c2ccccc2)nc1SCC(=O)N1CCOCC1
    5, 9%, 0%, 0%, 9, 0.6, -7%, -5%, -7
COC(CNC(=S)Nc1ccc([N+](=O)[O-])cc1)OC
    5, 10%, 6%, -18%, -6, 0.1, -13%, -1%, -2
CN(C(=O)CN1C(=O)c2ccccc2S1(=O)=O)C1CCCCC1
    5, 5%, -25%, ?, 10, 1.5, 2%, -14%, -4
C=CCOC(=O)C1=C(C)NC(=S)NC1/C=C/c1ccccc1 (configuration not stated)
    ·, ?, 1%, ?, -1, -2.7, -12%, 15%, -9
CN1CCN(C(=O)C2CCN(S(=O)(=O)c3ccccc3[N+](=O)[O-])CC2)CC1
    -4, 3%, 0%, -3%, 0, -0.1, -18%, 5%, -2
CC(NC(=O)/C=C/c1ccccc1[N+](=O)[O-])C1CC2CCC1C2 (configuration not stated)
    3, 170%[activator], -19%, -13%, ?, 1.0, -20%, 2%, -24
O=C(CCCN1C(=O)C(c2ccccc2)Oc2cccnc21)Nc1ccc(Br)cc1F (configuration not stated)
    ·, 2%, ·, -10%, ·, ·, ·, -1%, -5
CCC(C)(C)NC(=O)C(c1ccccc1F)N(Cc1ccco1)C(=O)c1csnn1 (configuration not stated)
    ·, -9%, -13%, ?, -15, 0.6, -1%, 2%, -3
CC(C)Cc1nnc(NC(=O)CCC(=O)N2CCN(C3CCCC3)CC2)s1
    2, 11%, 6%, 11%, -5, -2.1, -11%, -1%, 0
Cc1nc2c3ccccc3n(CC(=O)c3ccc(F)cc3)c(=O)n2n1
    -5, -15%, -1%, 0%, -26, -2.1, -4%, 3%, -6
Cc1oc2c(C)c3oc(=O)c(CCC(=O)N4CCC(C(=O)NCCC(=O)O)(c5ccccc5)CC4)c(C)c3cc2c1C
    3, 13%, -6%, 18%, 2, -1.9, -7%, -4%, 0
COc1cc(/C=N/NC(=O)c2ccc3c(c2)OCO3)ccc1O
    3, 3%, -2%, 33%[activator], 23, 4.2, 2%, 0%, 4
Cc1oc(-c2cccc(F)c2)nc1CN1CCCCC1CCc1ccccn1 (configuration not stated)
    -3, 3%, 1%, -24%, ?, 0.0, -5%, -6%, -14

New compounds follow
| compound | PI5P4Ka inh | GLP1R cytotox | WRN inhibitor | GLP-1R inv ag | DRD3 antagonist | IL-2 act | PLK1 PBD inh | GLP-1R agonist | D3 ag |
| --- | --- | --- | --- | --- | --- | --- | --- | --- | --- |
| Cc1ccc(NCC(=O)Nc2ccc(F)c(Cl)c2)cc1S(=O)(=O)N1CCOCC1 | -6 | -9% | 2% | ? | 14 | -3.7 | -5% | -6% | -3 |
| CC1(C(=O)NS(=O)(=O)Cc2ccccc2)CCN1C(=O)Cc1ccccc1 (configuration not stated) | -2 | -1% | 2% | 6% | 19 | -0.4 | -14% | -2% | 6 |
| O=S(=O)(NC1CCN(Cc2ccccc2)CC1)c1ccc(Cl)cc1 | 4 | -13% | 0% | ? | 10 | -2.1 | 2% | 0% | -17 |
| COc1cc(-c2cc(C(=O)Nc3ccc(S(=O)(=O)Nc4ncccn4)cc3)c3ccccc3n2)cc(OC)c1OC | -5 | -10% | 4% | 10% | -7 | -3.6 | 27µM* | 4% | -3 |
| CCCCc1ccc(C(=O)Nc2ccc3nc(N(CC)CC)cc(C)c3c2)cc1 | · | -1% | · | ? | · | · | · | 0% | 3 |
| COc1cc(C=O)ccc1OCCSc1ccc(Cl)cc1 | · | -14% | -8% | -30% | 18 | -1.1 | -9% | 25% | 2 |
| CC1(C(=O)Nc2ccc3c(c2)OCCO3)CSCC(=O)N1CCOc1ccccc1 (configuration not stated) | -1 | -15% | -1% | -16% | -2 | 0.3 | 0% | · | -1 |
| S=c1[nH]nc(-c2ccc(Br)cc2)n1Cc1ccccc1 | ? | -7% | -31% | -9% | -7 | -1.8 | 12µM* | 10% | 3 |
| CCOc1cc([N+](=O)[O-])c2nc(N)sc2c1 | ? | -6% | -8% | 217%[activator] | -2 | -1.6 | -11% | 31% | 7 |
| Cc1ccc(NC(=O)Cn2c(=O)n(Cc3ccc4c(c3)OCO4)c(=O)c3ccc(C(=O)NC4CCCCC4)cc32)c(C)c1 | · | -6% | · | 5% | · | · | · | 1% | 5 |
| O=C(N/N=C/c1ccco1)c1cnccn1 | · | -7% | -6% | 0% | 14 | -2.4 | -12% | -9% | 1 |
| O=C(COC(=O)c1ccc(F)cc1F)Nc1cc(S(=O)(=O)N2CCOCC2)ccc1Cl | 1 | -10% | -2% | 18% | -13 | 1.4 | -10% | 6% | -8 |
| Cc1ccccc1OCC(=O)N(Cc1ccco1)c1c(N)n(Cc2ccccc2)c(=O)[nH]c1=O | -6 | -6% | 4% | ? | 4 | -0.3 | -10% | -1% | 0 |
| CN1CCN(C(=O)c2ccc3c(=O)n(CCc4ccccc4)c(=S)[nH]c3c2)CC1 | -1 | -5% | -7% | -15% | -9 | -2.1 | -1% | -5% | 0 |
| Cc1ccc(C)c(-n2c(CNC(=O)c3ccco3)nnc2SCC(=O)Nc2nccs2)c1 | -14 | 1% | 5% | 83%[activator] | 6 | 0.4 | ? | -1% | -2 |
| CCc1ccc(NC(=S)N(CCCN2CCOCC2)Cc2ccco2)cc1 | 3 | -11% | -1%[57.1 µM] | -21% | -30 | -2.5 | -11% | 0% | -16 |
| Cc1ccc(NC(=O)CCC(=O)Nc2nnc(C3CCCCC3)s2)cc1 | 3 | 4% | 2% | -7% | -1 | -0.2 | ? | -7% | -15 |
